FUS yeast rescue = FUS proteinopathy suppression in yeast; AID 1347120; actives 0.24% (n = 390,000); S. cerevisiae FUS-expressing, growth rescue, OD600, 24 h; Potency, µM (series often up to 76.6 µM), without a hit: at the highest dose growth rescue (activation), actives largely listed as activators; active means well fitted activation curve with a large enough effect; inconclusive means small, poorly fitted or top-dose-only effect; inactive means no such curve, though single readings can be large or run the other way;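 further: plate controls were DMSO vehicle for no effect and reference control for full effect; nearly all actives have a fitted effect of over 55% in size; some results filed as inactive show a strong effect at the top dose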
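S. cerevisiae expressing FUS from galactose induction served as the toxicity model. Growth after 24hr at 30C, read as absorbance at 600 nm, indicates suppression of toxicity; compounds dosed at several concentrations.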
Active calls of the source: *; u = inconclusive. Potency means the concentration at half of the fitted maximal effect. Some of the compounds tested; rates above refer to the full screens.

SMILES | FUS yeast rescue
O=C(Nc1nc2ncccn2c1-c1ccc(F)cc1)c1ccccc1 | -8%
Cc1ccc(-n2c(SCC(=O)Nc3ccc(S(=O)(=O)Nc4nccs4)cc3)nnc2-c2cccnc2)cc1 | u
COc1ccc(-n2c(SCC(=O)Nc3ccc4c(c3)OCCO4)nnc2-c2ccc(Cl)cc2)cc1 | 16%
Cc1ccc(-c2nc(C3CCCN(S(=O)(=O)c4ccc(Br)s4)C3)no2)cc1 (stereo unspecified) | 23%
CCCC[C@@H]1C(=O)N2N=Cc3ccccc3[C@H]2N2N=Cc3ccccc3[C@@H]12 | 6%
Cc1cccc(-c2nnc(SCC(=O)Nc3cccc4ccccc34)n2Cc2ccco2)c1 | u
Cc1nn(-c2ccccc2)c2sc(C(=O)NCCc3ccc(Cl)cc3)cc12 | 25%
O=C(NN=Cc1ccc(O)cc1)c1cc(-c2ccc(Cl)cc2)n[nH]1 | 3%
COC(=O)[C@]12C[C@H](CC(=O)N3CCCC3)C(=O)N(CCc3ccc(OC)c(OC)c3)C1=C[C@H](C1CCCC1)O[C@@H]2C | 35%
CN1CC=C(c2ccccc2)N(c2ccc(Cl)cc2)C1=O | -9%
CC[C@@H]1/C(=C/c2ccccc2)N2C(=O)C[C@@H](c3ccccc3)N=C2N1Cc1ccc(OC)cc1OC | 3%
COc1ccc(OC)c(S(=O)(=O)N(CC(=O)NC2CCC(C)CC2)c2cc(C)cc(C)c2)c1 (stereo unspecified) | 32%
CCCCN(C)C(=O)CSc1nnc(-c2cccnc2)n1C1CCCCC1 | 5%
N#C[C@@H]1N[C@H](CO)[C@@H]1c1ccccc1 | -13%
COC(=O)[C@H](C)NC(=O)[C@@H]1CCCN1C(=O)CNP(=O)(OCc1ccccc1)OCc1ccccc1 | 2%
COc1ccc2c(c1)[C@@]1(NCCc3c1[nH]c1ccc(OC)cc31)C(=O)N2C | 17%
Cc1nc2cc(C(=O)N3CCN(C(=O)C(C)(C)C)CC3)ccc2n1C1CCCC1 | -14%
O=C(Nc1cccc(F)c1)OCCCN1CCC2(CCC(c3ccccc3)CC2)C1 (stereo unspecified) | 19%
CCOc1ccc(CCNC(=O)c2cc3sccc3n2Cc2ccccc2)cc1OCC | -1%
C=CCN1C(=O)[C@H](CC(=O)NCCCC)[C@@]2(C(=O)OCC)CCCC=C12 | 0%
CC(C)=CC([C@]12C[C@H](CO)N[C@@H]1Nc1ccccc12)S(=O)(=O)c1ccccc1 (stereo partly specified) | 16%
CN(c1c2c(nc3ncnn13)CCCC2)C1CCCCC1 | 0%
C=CCn1c(SCc2c(Cl)cccc2Cl)nnc1-c1cccc(C)c1 | u
CC(C)CCN(C)C1CCN(C(=O)NCc2ccccc2)CC1 | 2%
CCN(CC)C(=O)CNc1nnnn1-c1ccccc1 | 2%
O=C(NCc1ccccc1)O[C@H]1CC[C@@]23CCCN2C(=O)CCC[C@H]3C1 | 3%
CCOc1ccc(-n2c(SCC(=O)Nc3cc(C)c(NC(=O)c4ccccc4)cc3OC)nnc2-c2cccc(Cl)c2)cc1 | u
C=C(C)Cn1c(SCC(=O)N/N=C(\C)c2ccc(Br)cc2)nnc1-c1ccc(Br)cc1 | 24%
CCOC(=O)[C@]12CCCC=C1N(CCCOC)C(=O)[C@@H]2CC(=O)NCc1cccc2ccccc12 | 32%
CCCC/C=C1/[C@@H](CC)N(Cc2ccc(OC)cc2OC)C2=N[C@H](c3ccccc3)CC(=O)N21 | 43%
CCN(CC)C(=O)CC[C@H]1CC[C@]2(CCCN(Cc3ccccn3)C2)O1 | -4%
CCCC[C@@H]1C(=O)N2N=C(c3ccccc3)c3ccccc3[C@H]2N2N=C(c3ccccc3)c3ccccc3[C@@H]12 | 7%
C[C@@H]1C[C@H]2[C@@H](Cc3ccccc3)C(=O)N3[C@H](c4ccccc4)[C@H](C)C[C@H]3[C@@H](Cc3ccccc3)C(=O)N2[C@@H]1c1ccccc1 | u
Cc1ccccc1NC(=O)CN1CCN(c2nc(-c3ccccc3)cs2)CC1 | 19%
CN(CCOC(=O)c1cc2ccccc2o1)C1CN(Cc2cn(Cc3ccccc3Cl)nn2)S(=O)(=O)C1 (stereo unspecified) | 42%
CCC[C@H]1[C@@H](N(C)Cc2cccs2)CC[C@@]23CCCN2C(=O)CCC[C@@H]13 | -11%

Two entries from above in another layout.
molecule	FUS yeast rescue
CN(CCOC(=O)c1cc2ccccc2o1)C1CN(Cc2cn(Cc3ccccc3Cl)nn2)S(=O)(=O)C1 (stereo unspecified)	42%
CCC[C@H]1[C@@H](N(C)Cc2cccs2)CC[C@@]23CCCN2C(=O)CCC[C@@H]13	-11%

(continued)
SMILES | FUS yeast rescue
O=S1(=O)c2ccc(N3CCC[C@@H]3CO)cc2O[C@@H]2CCN1C2 | -24%
NC(=Nc1cccc(F)c1)NC(=O)OCc1ccccc1 | -4%
O=C(NCCc1ccccc1F)c1cc2ccccn2n1 | -16%
Nn1c(SCC(=O)N2c3ccccc3Sc3ccc(Cl)cc32)nnc1-c1n[nH]c2c1CCC2 | u
CCn1c(SCC(=O)c2ccc(-c3ccccc3)cc2)nnc1-c1ccccc1OC | u
O=C(NCCCN1CCN(c2ccc(F)cc2)CC1)NCc1ccccc1 | -2%
Cc1cc(C)cc(N(CC(=O)NC2CCC(C)CC2)S(=O)(=O)c2ccc(Cl)s2)c1 (stereo unspecified) | -15%
COc1cccc(N2CCN(CC(=O)NCc3ccco3)CC2)c1 | 2%
C=CCN1C(=O)[C@@H](CC(=O)NCCCN2CCCC2=O)[C@]2(C(=O)OCC)CCCCC/C=C/12 | 6%
COC(=O)CSc1nnc(-c2ccc(NS(=O)(=O)c3ccc(Cl)s3)cc2)o1 | 18%
COc1ccc(S[C@]2(C(=O)N3CCCC3)CC(=O)N(C(=O)Nc3ccc(C)c(Cl)c3)[C@@H]2c2ccc(OC)cc2)cc1 | -7%
COc1cccc(Cn2cc(COC(=O)NCCc3c[nH]c4ccccc34)nn2)c1 | 17%

Arranged by molar mass (high to low): part of the list above.
SMILES | FUS yeast rescue
COc1ccc(S[C@]2(C(=O)N3CCCC3)CC(=O)N(C(=O)Nc3ccc(C)c(Cl)c3)[C@@H]2c2ccc(OC)cc2)cc1 | -7%
C=CCN1C(=O)[C@@H](CC(=O)NCCCN2CCCC2=O)[C@]2(C(=O)OCC)CCCCC/C=C/12 | 6%
O=C(NCCc1ccccc1F)c1cc2ccccn2n1 | -16%

Next compounds
SMILES | FUS yeast rescue
NS(=O)(=O)c1ccc(OCCCN2CCC(C(O)(c3ccccc3)c3ccccc3)CC2)cc1 | -15%
CCN1CCCCC(NC(=O)Cc2ccccc2)C1=O (stereo unspecified) | -16%
O=S(=O)(c1ccccc1)n1c(CN2CCOCC2)nc2ccccc21 | -14%
CCn1c2ccccc2c2cc(NC(=O)COC(=O)c3cc(F)ccc3F)ccc21 | -1%
CCC(C(=O)Nc1ccccc1N1CCCC1)c1cccc(OC)c1 (stereo unspecified) | 12%
COC(=O)[C@]12C[C@H](CC(=O)NCCC(C)C)C(=O)N(Cc3ccco3)C1=C[C@H](C(C)C)O[C@@H]2C1CC1 | 39%
CCN(CCNC(=O)[C@H]1C=C(OC)C(=O)C[C@H](c2ccccc2)[C@H]1C)C(C)=O | 0%
O=C(C1CCCN(S(=O)(=O)c2cccs2)C1)N1CCN(Cc2ccccc2)CC1 (stereo unspecified) | 8%
O=C(CCn1nnc(-c2cccs2)n1)NCc1ccco1 | -22%
COC(=O)[C@]12C[C@H](CC(=O)N3CCCC3)C(=O)N(Cc3ccc(Cl)cc3Cl)C1=C[C@H](C(C)C)O[C@@H]2C1CC1 | u
O=C1C(NC(=O)N2c3ccccc3C=Cc3ccccc32)CCCCN1Cc1cccc(Cl)c1 (stereo unspecified) | u
C[C@H]1[C@@H](NC(=O)C#Cc2ccccc2)CC[C@@]23CCCN2C(=O)CCC[C@@H]13 | 8%

Taken from above.
FUS yeast rescue with CCC(C(=O)Nc1ccccc1N1CCCC1)c1cccc(OC)c1 (stereo unspecified) = 12%
FUS yeast rescue with O=S(=O)(c1ccccc1)n1c(CN2CCOCC2)nc2ccccc21 = -14%
FUS yeast rescue with O=C(C1CCCN(S(=O)(=O)c2cccs2)C1)N1CCN(Cc2ccccc2)CC1 (stereo unspecified) = 8%

Next part:
SMILES | FUS yeast rescue
O=C(OCC#CCSc1nnc(-c2cccc3ccccc23)o1)c1ccc(Cl)c(C(F)(F)F)c1 | -13%
CCn1c(SCC(=O)N/N=C/c2cccc(Oc3ccccc3)c2)nnc1-c1ccccc1 | u
O=C(CN1CCCc2ccccc21)NCc1ccccc1F | 6%
CCCCNC[C@@]12CO[C@H](c3ccc(Cl)cc3)N1[C@@H](c1ccc(Cl)cc1)SC2 | -4%
O=C(CCc1nc(-c2ccccc2F)no1)NCCc1ccc(F)cc1 | -6%
CCCCCN1CCCCC(NC(=O)c2cccc(C(F)(F)F)c2)C1=O (stereo unspecified) | 6%
O=C(CN1C(=O)CCSc2ccccc21)Nc1ccc(F)cc1F | 19%
Clc1ccc(-n2c(Cc3cccs3)nnc2SC/C=C/c2ccccc2)cc1 | 18%
c1ccc(-c2nnc3n2N=C(c2ccc4ccccc4c2)CS3)cc1 | 1%
Cc1ccc(-c2cc(-c3nnc(SCc4cccc5ccccc45)n3N)[nH]n2)cc1 | 1%
C[C@H]1[C@@H](OC(=O)NCc2ccco2)CC[C@@]23CCCN2C(=O)CCC[C@@H]13 | -5%
COc1ccc(/C=C2\CC3(OC(=O)C4CCCC4)CCCN2C3)cc1 (stereo unspecified) | 5%

A section taken from the entries so far, for reference:
SMILES | FUS yeast rescue
O=C(OCC#CCSc1nnc(-c2cccc3ccccc23)o1)c1ccc(Cl)c(C(F)(F)F)c1 | -13%
CCn1c(SCC(=O)N/N=C/c2cccc(Oc3ccccc3)c2)nnc1-c1ccccc1 | u
O=C(CN1CCCc2ccccc21)NCc1ccccc1F | 6%

New compounds follow.
SMILES | FUS yeast rescue
CCN(CC)c1ccc(-c2nn3c(-c4ccc(C(C)(C)C)cc4)nnc3s2)cc1 | 1%
C=CCOC(=O)N[C@H](c1ccc2ccccc2c1)[C@H](C)/C=C/CC(=O)OC | 34%
COC(=O)C[C@@H]1CC[C@H]2[C@@H](COc3ccc(NS(=O)(=O)c4ccccc4F)cc3C(=O)N2C)O1 | 16%
O=C(OCC#CCSc1nnc(-c2ccccc2Cl)o1)c1ccc(F)cc1 | 22%
CC(C)c1ccc(NC(=O)O[C@H]2CC[C@@]34CCCN3C(=O)CCC[C@H]4[C@H]2C)cc1 | u
Cc1cc(-c2nnc(SCC(=O)Nc3cccc4ccccc34)n2N)n[nH]1 | 12%
Cc1ccc(-c2cc(C(=O)NN=Cc3cc(Br)ccc3O)[nH]n2)cc1C | 6%
COc1ccc(S[C@]2(C(=O)NC3CC3)CC(=O)N[C@@H]2c2ccc(OC)cc2)cc1 | 3%
O=C(NC1CCCCN(Cc2cccc(C(F)(F)F)c2)C1=O)c1ccccc1I (stereo unspecified) | 30%
COC(CNC(=O)[C@H](Cc1ccccc1)NCC(=O)NC1CCCCC1)OC | -11%
O=C(OCc1ccccc1)[C@H](Cc1ccccc1)NC(=O)[C@@H]1CC=C[C@@H]2CCN(C3CCCCC3)C(=O)[C@@H]21 | u
CCOc1ccc(N(CC(=O)Nc2c(C)n(C)n(-c3ccccc3)c2=O)S(=O)(=O)c2ccc(Cl)s2)cc1 | 36%
C=CCN1C(=O)[C@@H](CC(=O)N2CCC(c3ccccc3)CC2)[C@]2(C(=O)OC)CCCCC=C12 | 21%
COC(=O)[C@]12C[C@H](CC(=O)N3CCN(C(=O)c4ccco4)CC3)C(=O)N(Cc3ccco3)C1=C[C@H](COCc1ccccc1)O[C@@H]2C | 29%
O=C(CCc1ccccc1)N[C@H]1[C@H](OC(=O)c2ccco2)CCC[C@@]12C(=O)N(Cc1ccccc1)c1ccccc12 | u
CCCC1CCC2(CC1)CCC2OC(=S)Nc1cccc(C(F)(F)F)c1 (stereo unspecified) | -5%
O=C(OC12CCCN(C1)/C(=C/c1cccc(Cl)c1)C2)C1CCCC1 (stereo unspecified) | 2%
CCCc1cn(-c2ccc3c(c2)[C@]2(CC(=O)N(C)C2c2ccccc2)C(=O)N3CC(C)C)nn1 (stereo partly specified) | 6%
C[C@H]1COc2cc(Br)ccc2S(=O)(=O)N1Cc1cn(Cc2ccccc2)nn1 | -18%
C[C@H]1[C@@H](OC(=O)Nc2ccc(Cl)cc2)CC[C@@]23CCCN2C(=O)CCC[C@@H]13 | 25%
O=C(CSc1nnc(-c2ccncc2)n1-c1ccccc1)Nc1ccc2c(c1)OCCO2 | 33%
Cn1cccc1C(=O)N1CCN(S(=O)(=O)c2ccccc2F)CC1 | 7%
CC(C)CNc1cccc2c1S(=O)(=O)N(Cc1cn(Cc3ccccc3C(F)(F)F)nn1)Cc1ccccc1O2 | 17%
CCCCCCCCN1CN2Cc3cc(OC)ccc3C2CS1(=O)=O (stereo unspecified) | 15%
COc1ccc(-n2c(Cc3cccs3)nnc2SCC(=O)Nc2cccc3ccccc23)cc1 | u
O=C(CSc1nc2ccccc2nc1N1CCCCC1)NCc1ccc(Cl)cc1Cl | 7%
CC[C@@H](CCCCCCCn1ccc2ccccc21)CCC(=O)N(c1ccccc1)c1ccccc1 | 17%
CC(C)(C)NC(=O)[C@H](c1cccnc1)N(C(=O)c1ccco1)c1ccc(C(C)(C)C)cc1 | 38%
Cc1ccccc1C(=O)NC1CCCCN(Cc2cccc(C(F)(F)F)c2)C1=O (stereo unspecified) | 0%
Cn1nnnc1Sc1ncnc2scc(-c3cnc(N)nc3)c12 | -13%
O=C(CSc1nc2ccccc2nc1N1CCCCC1)N1CCN(S(=O)(=O)c2cc(Cl)ccc2Cl)CC1 | u
CCOC(=O)[C@@]12CCCC3=C1N(CCC3)C(=O)[C@H]2CC(=O)NCc1ccc(C)o1 | -2%
COc1ccc(C(C)c2cn(C)c3ccccc23)cc1 (stereo unspecified) | 8%
